m-calpain inh – inhibitors of pig calpain II; 220,000 tested, 0.37% active; inhibition, % at 16 µM; AID 1236; purified calpain II, fluorogenic peptide substrate, 30 min;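 active = inhibition above about 50%, limit read from the data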
S1P4 antag – blocks the human S1P4 receptor | 220,000 tested, 0.26% active | O95977 | inhibition, % at 4.98 µM | AID 1510 | S1P4-expressing cells, antagonist mode, reporter read-out; in the data active = inhibition above about 29%;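 also: 0% = wells stimulated with agonist and 100% = vehicle wells without agonist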
TRPN1 ag – zebrafish TRPN1 (NompC) channel agonism. HEK293 zebrafish TRPN1-YFP, Fluo-8 calcium fluorescence; 100% = response to 87 µM carbachol. activation, % at 3 µM. 220,000 tested, 0.18% active. AID 1424;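 active = activation above its plate's cutoff, the mean activation of test wells on that plate plus 3 SD, cut at about 19% in these data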;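 also: 0% = DMSO alone and 100% = 87 µM carbachol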
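System: zebrafish TRPN1-YFP in HEK293 cells / Dosing: 3 µM single point / Timing: dye loading 1 h at 37 °C, then 30 min room temperature / Signal: Fluo-8 calcium fluorescence, excitation 470-495 nm, emission 515-575 nm / Read-out basis: percent activation from peak over basal fluorescence ratio, control-normalized / Control set: high carbachol 87 µM, low DMSO alone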
TRPML3 agonist – agonists of human TRPML3 channel | Q8TDD5 | HEK293 TRPML3-YFP, Fluo-8 calcium fluorescence; 100% = the carbachol control signal | activation, % at 3 µM | 220,000 tested, 0.29% active;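 active = activation above its plate's cutoff, the mean activation of the plate's test wells plus 3 SD, cut at about 12% in these data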;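 also: 0% = DMSO only wells and 100% = carbachol wells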
Target sequence (Q8TDD5 whole entry, looked up): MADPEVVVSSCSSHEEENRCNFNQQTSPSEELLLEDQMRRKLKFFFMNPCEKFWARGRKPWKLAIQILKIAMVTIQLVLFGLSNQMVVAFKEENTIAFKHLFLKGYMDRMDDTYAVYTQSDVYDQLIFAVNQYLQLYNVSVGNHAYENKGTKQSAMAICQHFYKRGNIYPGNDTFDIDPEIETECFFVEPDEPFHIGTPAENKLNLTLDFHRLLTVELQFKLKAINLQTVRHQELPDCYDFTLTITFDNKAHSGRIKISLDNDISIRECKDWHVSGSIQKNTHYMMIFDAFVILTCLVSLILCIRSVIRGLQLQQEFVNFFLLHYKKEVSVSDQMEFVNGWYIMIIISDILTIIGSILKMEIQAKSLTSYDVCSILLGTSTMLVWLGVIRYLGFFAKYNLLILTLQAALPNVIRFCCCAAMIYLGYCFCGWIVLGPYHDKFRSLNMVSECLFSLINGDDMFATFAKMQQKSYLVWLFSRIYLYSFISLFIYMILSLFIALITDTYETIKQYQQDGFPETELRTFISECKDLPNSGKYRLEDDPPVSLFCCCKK
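Test system – HEK293 line with stable expression of human TRPML3-YFP channel · Control set – carbachol 87 µM final as high control (100%), DMSO as low control (0%) · Signal – Fluo-8 calcium dye fluorescence, ex 470-495, em 515-575 nm · Incubation – 1-h 37 °C dye load, 5-s basal, 120-s post-compound reads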
Ba/F3 V617F tox – lowers viability of Ba/F3 cells expressing EpoR and JAK2V617F; 220,000 tested, 1.1% active; AID 1446; inhibition, % at 5.6 µM; ATP luminescence;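 active = inhibition above the campaign mean plus 3 SD over all tested compounds, cut at about 24% in these data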;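 also: cytokine-independent growth of Ba/F3 cells driven by EpoR plus mutant JAK2; 0% = DMSO-treated cells and 100% = JAK inhibitor I control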
BaF3 tox – reduces parental Ba/F3 cell viability, JAK2V617F counter-screen | CellTiter-Glo ATP luminescence | inhibition, % at 5.6 µM | 220,000 tested, 1.1% active | AID 1486;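 active = inhibition above a per-campaign cutoff, the mean inhibition of all tested compounds plus 3 SD, cut at about 27% in these data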;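 also: 0% = DMSO wells and 100% = JAK Inhibitor I control wells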
S1P4 agonist – human S1P4 receptor agonism; activation, % at 4.98 µM; S1P4-expressing cell line, agonist reporter assay; O95977; 220,000 tested, 0.35% active; in the data active = activation above about 11%;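 also: 0% = DMSO vehicle and 100% = reference agonist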
PERK inhibitor – human PERK inhibition, primary cell-based screen; Q9NZJ5; CHO PERK-DD fusion, SEAP luminescence translation reporter; inhibition, % at 5.6 µM; 220,000 tested, 0.17% active; AID 1416;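 active = inhibition above the mean inhibition of all tested compounds plus 3 SD, set separately per screening campaign, cut at about 2.9% in these data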;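 also: PERK kinase domain activated by AP20187 dimerizer at 100 nM; 0% = DMSO with dimerizer and 100% = rapamycin at 8.4 µM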
EP2 mod – modulators of human EP2 prostaglandin E2 receptor | P43116 | EP2-expressing cells, cAMP HTRF FRET, PGE2 co-stimulation | induction, % at 25 µM | 260,000 tested, 0.83% active | AID 940;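 active = compounds whose cAMP rise, as percent of the full-agonist control response, exceeds 60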;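 also: rat C6 glioma line stably carrying human EP2 under a CMV promoter; the protocol text gives 20 µM as final concentration; 100% = response of wells given 1 µM PGE2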
Target sequence (P43116 whole entry, looked up): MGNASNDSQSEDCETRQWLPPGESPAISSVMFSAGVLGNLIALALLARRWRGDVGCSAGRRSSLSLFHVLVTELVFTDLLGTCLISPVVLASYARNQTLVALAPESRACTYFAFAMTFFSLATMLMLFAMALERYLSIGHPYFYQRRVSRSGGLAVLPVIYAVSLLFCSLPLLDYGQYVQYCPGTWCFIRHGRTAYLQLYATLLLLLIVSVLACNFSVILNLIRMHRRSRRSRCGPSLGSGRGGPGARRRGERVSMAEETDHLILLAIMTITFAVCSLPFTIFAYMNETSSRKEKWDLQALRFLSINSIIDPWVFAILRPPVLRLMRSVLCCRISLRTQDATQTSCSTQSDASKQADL
Active calls of the source: *; i = inactive; & = joins results of further samples.

SMILES	m-calpain inh	S1P4 antag	TRPN1 ag	TRPML3 agonist	Ba/F3 V617F tox	BaF3 tox	S1P4 agonist	PERK inhibitor	EP2 mod
COc1ccc(OC)c(-n2nnnc2SCC(=O)NCCc2ccccc2)c1	-16	-25	0.0	-0.6	1	1	-3.5	-1.5	17
Cc1cccc(NC(=S)NCc2cccs2)c1	46	-1	-1.0	-0.6	4	6	-2.7	-0.2	-22
Cc1onc(-c2ccccc2Cl)c1C(=O)N1CCOC12CCCCC2	3	7	-3.2	-1.6	3	10	-0.2	-0.6	8
COc1ccc(-n2cnnc2SCC(=O)c2ccc(S(=O)(=O)N3CCOCC3)cc2)cc1	-141	-22	0.5	0.1	2	5	0.1	-1.4	6
Cn1c(CSCc2ccc(Cl)cc2)nnc1SCC(=O)Nc1nccs1	16	-20	1.6	1.7	-1	2	1.2	-0.1	-40
CN(C)Cc1c(O)ccc2occ(C(O)c3ccccc3)c12 (configuration not stated)	-13	2	2.4	0.8	-3	-2	1.1	-0.1	-11
CC(C)NC(=O)c1onc(CSc2ccccc2F)c1C(=O)O	-27	3	0.8	0.3	0	3	-3.0	1.9	18
c1cc2c(cc1-c1[nH]ncc1CN1C[C@H]3CC[C@H]1C3)OCO2	-20	8	0.1	0.5	2	7	0.8	0.8	0
COc1ccc(CCNC(=S)Nc2ccccc2C)cc1	-7	-19	-0.2	-0.4	-1	3	-3.4	1.9	-33
CC(=O)Nc1ccc(NC(=O)C2CCCN2C(=O)Nc2ccccc2[N+](=O)[O-])cc1 (configuration not stated)	3	4	-0.1	0.2	-1	2	0.6	0.7	-15
N#Cc1ccccc1NCc1ccccc1	-2	-14	-1.2	-1.4	0	3	0.6	0.7	12
CC1(C(=O)NCc2ccccc2)Oc2ccccc2NC1=O (configuration not stated)	-30	2	-0.8	-0.5	0	4	1.0	0.2	22
CN(C(=O)N1CCN(S(=O)(=O)c2ccccc2)CC1)c1ccccc1	30	6	0.6	1.2	4	10	-0.3	1.0	-15
COc1ccc(NC(=O)c2ccccc2[N+](=O)[O-])cc1OC	-5	-10	-0.2	0.9	-3	2	0.4	0.9	14
Fc1ccccc1C1c2[nH]c3ccccc3c2CCN1Cc1cccn1-c1ncccn1 (configuration not stated)	-47	-4	-1.2	0.2	1	6	-0.6	0.8	17
CS(=O)(=O)Nc1ccccc1C(=O)N1CCN(c2ccccc2)CC1	15	-23	0.3	0.8	-1	6	1.4	0.4	7
CCn1nc(NC(=O)c2cccnc2)c2cc3ccccc3nc21	-171	-2	2.6	0.5	-4	2	-0.6	-1.7	-11
O=C(CSc1nnc(Cc2ccccc2)o1)Nc1ccc2c(c1)OCO2	-7	6	0.9	0.2	0	1	0.0	-1.7	10
CC(C)c1ccc(/C=N/NC(=O)c2cc(-c3cccc([N+](=O)[O-])c3)n[nH]2)cc1	40	14	1.8	0.0	1	4	-0.2	0.6	-13
COc1ccc(C(=O)NCCc2cn3ccccc3n2)cc1	27	10	-0.1	0.7	-3	-5	-0.6	-0.2	-28
CN(CCC#N)C(=O)COC(=O)c1ccccc1OCc1ccccc1Cl	19	1	-3.3	0.2	-1	2	-0.7	0.0	-7
CCN1C(=O)CC(N2CCN(c3cccc(OC)c3)CC2)C1=O (configuration not stated)	-17	-5	0.8	1.2	-1	3	1.1	1.5	26
CC(C)(C)C(=O)/C=c1\s/c(=C\c2ccc(-c3ccc([N+](=O)[O-])cc3)o2)c(=O)n1CC(=O)NC(N)=O	-242	-10	31*	16*	-1	5	-1.1	1.4	-48
CC1CCN(S(=O)(=O)c2ccc3c(c2)c(=O)c(C(=O)N2CCCCC2)cn3C)CC1	0	-11	0.7	-0.6	4	6	0.9	-0.2	4
C/C(=N/NC(=O)CCc1c(C)n[nH]c1C)c1cccc([N+](=O)[O-])c1	13	-29	0.6	0.2	6	-1	0.0	-0.6	-11
Next section
SMILES	m-calpain inh	S1P4 antag	TRPN1 ag	TRPML3 agonist	Ba/F3 V617F tox	BaF3 tox	S1P4 agonist	PERK inhibitor	EP2 mod
CC(C)(C)NCC(O)COc1ccc(Br)cc1 (configuration not stated)	5	5	-0.1	0.4	-1	-1	-1.1	0.1	-31
Cc1ccc(SCc2[nH]nc3c2C2(CCSCC2)C(C#N)=C(N)O3)cc1	-17	-22	1.3	0.6	2	0	2.5	-0.3	-13
CC(=O)Oc1cccc(-c2nc3ccccc3c(=O)o2)c1	-32	-14	0.2	-0.3	-1	-1	-0.4	1.0	30
CC1=CC2=C(OC1N(C)C)c1cccc3cccc(c13)C2=O (configuration not stated)	-20	9	1.7	1.1	1	1	2.2	0.0	16
CCOC(=O)c1cc(-c2ccccc2)sc1NC(=O)C(C)C	2	-5	1.6	0.9	3	6	0.5	-0.8	44
O=C(CN(c1ccccc1)S(=O)(=O)c1ccc(Cl)cc1)Nc1ccccc1C(=O)N1CCCC1	31	9	-1.0	-0.9	-5	2	-2.9	-1.5	4
Brc1ccc(CSc2ncnc3nc[nH]c23)cc1	10	19	0.1	-0.1	0	8	-0.3	1.4	-16
COc1ccccc1NC(=S)NCC1CCC(CNC(=S)Nc2ccccc2OC)CC1 (configuration not stated)	-4	0	-0.8	0.5	-4	0	2.3	1.1	-23
N#C/C(=C(/O)COc1ccc(Br)cc1)c1nnc2n1CCCCC2	-18	-9	-1.5	1.1	-4	0	-1.0	0.6	18
COc1cc(OC)c(-c2nn3c(C4CCCCC4)nnc3s2)cc1OC	-332	-16	-2.0	-0.4	2	6	1.5	-0.1	30
Cc1ccc(C(=O)Oc2cc(-c3ccccc3)no2)cc1	-22	-4	1.0	1.1	1	6	2.6	0.8	5
CCOC(=O)C1=C(C)NC(C)=C(C(=O)OC)C1c1ccco1 (configuration not stated)	-23	-5	-3.0	-2.0	3	-6	-1.4	-0.2	-22
CCC1=[N+](CC(=O)c2ccc(C)cc2)CCn2cccc21	-49	3	0.0	-0.8	2	13	0.7	1.1	-79&15
O=C(NCc1ccc2c(c1)OCO2)C1CC(c2ccccc2O)=NO1 (configuration not stated)	8	-6	-0.7	0.3	-4	0	-0.7	1.0	-28
CCOC(=O)C1=C(C)NC(=S)NC1c1ccc(-c2cccc(Cl)c2C)o1 (configuration not stated)	-23	10	0.2	0.1	-1	2	-2.4	-0.6	-4
CCC(C)c1ccccc1OCCOCCN1CCCC1 (configuration not stated)	-5	-28	0.3	0.6	-1	6	1.5	0.8	-5
COc1ccc(-n2cc(CNCCc3ncc(C)[nH]3)c(-c3ccccc3Cl)n2)cc1	-46	-11	0.0	0.0	4	7	0.1	-0.6	-34
Cc1ccc(S(=O)(=O)N/N=C/c2cc([N+](=O)[O-])ccc2O)cc1[N+](=O)[O-]	1	-4	0.7	0.8	-4	6	1.6	0.2	-5
O=c1c(Cl)c(N2CCN(S(=O)(=O)c3ccc(F)cc3)CC2)cnn1-c1cccc(Cl)c1	-27	-5	-0.3	0.8	1	4	-2.2	0.6	-21
CC1(C)C2CCC13CS(=O)(=O)N[C@@H]3C2 (some centres not stated)	-16	-8	0.1	1.1	1	2	-1.7	1.1	17
Cc1ccc(NC(=O)CCSc2ccccc2)c(C)c1	13	9	-2.4	-0.6	-4	11	3.5	-0.2	-45
O=C(O)/C(=C\c1ccc(Cl)c([N+](=O)[O-])c1)c1ccc(S(=O)(=O)N2CCCCC2)s1	-38	20	2.1	1.0	-1	3	-0.7	0.3	18
COCCNC(=O)/C(C#N)=C1\N=C(N)c2ccccc21	-14	-4	2.8	1.1	0	10	-0.6	0.2	-5
COC(=O)C1=CNC=C(C(=O)OC)C1c1ccc(C(=O)OC)cc1	i	-6	2.8	2.0	1	4	1.2	0.1	-38
CCCCNc1c([N+](=O)[O-])ncn1C	-19	-4	0.4	0.7	-2	-2	1.1	1.8	6

Limited to TRPML3 agonist and S1P4 antag, for some of the entries so far:
SMILES | TRPML3 agonist | S1P4 antag
CCOC(=O)C1=C(C)NC(=S)NC1c1ccc(-c2cccc(Cl)c2C)o1 (configuration not stated) | 0.1 | 10
CCOC(=O)C1=C(C)NC(C)=C(C(=O)OC)C1c1ccco1 (configuration not stated) | -2.0 | -5
CC1=CC2=C(OC1N(C)C)c1cccc3cccc(c13)C2=O (configuration not stated) | 1.1 | 9

(listing goes on)
SMILES	m-calpain inh	S1P4 antag	TRPN1 ag	TRPML3 agonist	Ba/F3 V617F tox	BaF3 tox	S1P4 agonist	PERK inhibitor	EP2 mod
CC1=CCC2C(=O)N(c3nc4ccccc4n3C)C(=O)C2C1 (configuration not stated)	-28	0	-0.2	0.1	1	2	1.7	-0.2	29
c1ccc2c(c1)NC(c1ccncc1)n1c-2nc2ccccc21 (configuration not stated)	-81	1	-0.6	0.0	1	2	-0.2	-0.8	26
CCOC(=O)c1c(-c2ccc(F)cc2)csc1NC(=O)CCN1CCOCC1	-42	-21	-0.6	-0.3	0	-2	1.0	0.3	39
Cc1[nH]c2ccccc2c1C(=O)C(=O)NCCOc1ccccc1	33	-5	-0.2	-0.2	2	1	-0.2	-0.2	-84
CN=C(C)/C(C(=O)OC)=C(/O)c1ccc(Cl)cc1Cl	-4	-3	-0.1	0.5	0	-1	1.6	-0.8	24
N#CC1=C(S)N=C(N)C(c2nc(-c3ccccc3)cs2)C12CCCCC2 (configuration not stated)	17	8	0.3	-0.1	-4	4	-2.9	0.7	48
COCCSc1ccccc1C(=O)NCCc1ccccc1	-14	-2	-1.0	0.8	0	4	1.1	0.8	22
Cc1ccc2c(c1)-c1c(cnn1CC(=O)N(CCC#N)c1ccccc1)CO2	2	-10	1.2	0.4	-2	5	1.5	0.5	7
CCCCNC(=O)C1CC(c2cccc([N+](=O)[O-])c2)=NO1 (configuration not stated)	-32	0	0.0	-0.4	-2	2	2.8	0.7	4
O=C1C=CC(O)(c2cc(=O)c3c(O)cc(O)cc3o2)C=C1	-2	20	0.4	0.5	44*	47*	-0.2	-0.1	7
CCOC(=O)c1c(C)[nH]c(C(=O)COC(=O)c2ccncc2)c1C	-45	5	1.1	-0.1	-3	-1	-2.7	0.4	1
Cc1ccc(OCCCCNC2CCCCC2)c(C)c1	-13	6	0.7	1.4	1	8	0.3	0.4	-9
Cc1ccc(C(=O)Nc2nc(COc3ccccc3)cs2)s1	40	-16	1.4	0.4	8	7	2.1	0.3	17
CCCc1nc2c(C)cc(C)cc2c(N)c1CC	-92	8	0.9	0.3	-2	2	-2.5	0.4	4
CCCCCCOC(=O)C(C#N)c1nc2ccccc2nc1N1CCN(CC)CC1 (configuration not stated)	-25	10	1.4	-0.4	1	5	-4.3	-0.7	33
C=CCN1C(=O)C(C)NC1=S (configuration not stated)	-8	-6	-2.7	-0.2	-6	0	0.5	1.4	-12
CC1CCN(c2ccc(C(=O)NCc3ccco3)cc2[N+](=O)[O-])CC1	31	-7	-2.1	-1.1	2	8	0.2	-1.1	-14
Cc1sc2ncn(CC(=O)Nc3c(F)cccc3F)c(=O)c2c1S(=O)(=O)N1CCC(C)CC1	10	-12	0.3	1.0	2	4	1.8	-1.0	-76
